# Pf Dd2 growth: qHTS Primary assay for Inhibitors of Plasmodium falciparum Dd2 growth in vitro. 120,000 tested, 4.3% active. AID 1347417, 2020. Potency, µM (highest dose often 28.9 µM), for the others: top-dose activity, negative = inhibition, actives largely listed as inhibitors. P. falciparum Dd2 growth, SYBR Green, 72 h; active = well fitted inhibition curve with a large enough effect; inconclusive = small, poorly fitted or top-dose-only effect; inactive = no such curve, though single readings can be large or run the other way;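 note: plate controls were DMSO vehicle for no effect and reference drug for full effect; nearly all actives have a fitted effect of over 65% in size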
#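 Readout: SYBR Green fluorescence, 485 nm excitation, 535 nm emission, after ~16 h lysis at 37C. Before that, Dd2-infected red cells (2.5% hematocrit) grew 72 h with compound, 29 uM top final concentration.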
# Starred values were filed as active, the others as inactive; i = inactive; ? = inconclusive; [ ] = remark or other dose. Potency is the fitted concentration of half-maximal effect. A portion of the library; the hit share may differ from the screen's.
Molecule | Pf Dd2 growth
CCN1CCN(c2cc3c(cc2F)c(=O)c(S(=O)(=O)c2ccc(OC)cc2)cn3CC)CC1 | ?
c1cncc(CNc2cc(-c3cnc4ccccc4n3)c3cc[nH]c3n2)c1 | 4µM*
COC[C@H]1CCCN1C[C@H]1CN2CC[C@H]1C[C@@H]2CNC(=O)Nc1ccsc1 | i
Cc1cc(C)c(S(=O)(=O)N2CCCC(Cn3cc(CO)nn3)C2)c(C)c1 (stereo not drawn) | -13%
Cc1ncc2c(n1)C[C@@H]1CC[C@H]2N1C(=O)NC(C)(C)C | 22%
O=C(c1ccccn1)N1CCC[C@H]1c1nc(-c2ccccc2)no1 | 3%
COc1ccc2nc(C[C@@H]3C[C@@H](C(C)C)[C@H](CNC(=O)NC4CCCCC4)C=C3C)[nH]c2c1 | i
COc1cccc(/C=C/c2nc(C#N)c(N3CCCCCC3)o2)c1 | -10%

# Gathered by group: the compounds so far with a carbonyl joined to an NH by a bond outside any ring.
Molecule | Pf Dd2 growth
COC[C@H]1CCCN1C[C@H]1CN2CC[C@H]1C[C@@H]2CNC(=O)Nc1ccsc1 | i
Cc1ncc2c(n1)C[C@@H]1CC[C@H]2N1C(=O)NC(C)(C)C | 22%
COc1ccc2nc(C[C@@H]3C[C@@H](C(C)C)[C@H](CNC(=O)NC4CCCCC4)C=C3C)[nH]c2c1 | i

# Further records follow:
Molecule | Pf Dd2 growth
CCN(CCCNC(=O)Cn1ncc2c([nH]c3ccccc32)c1=O)c1cccc(C)c1 | -15%
COc1cccc(CN2Cc3cc(NS(=O)(=O)c4ccccc4)ccc3OCC2=O)c1OC | -11%
NC(=O)C1CCN(CC[C@H]2CN(C(=O)Cc3ccccc3)CC[C@H]2CC(=O)O)CC1 | -3%[44.1 µM]
Cc1ccc(CNC(=O)C(=O)NCC(c2ccco2)S(=O)(=O)c2cccs2)cc1 (stereo not drawn) | i
COc1ccccc1CNC(=O)CN1CC[C@](C)(O)[C@@H](O)C1 | 1%
COc1ccc(NC(=O)C2(C)CCc3cnc(N4CCOCC4)nc32)cn1 (stereo not drawn) | -14%[44.1 µM]
CCOc1ccc(NC(=O)CSC2=Nc3ccccc3C3=NC(Cc4ccccc4)C(=O)N23)cc1 (stereo not drawn) | -2%
Cc1ccc(C(C)C)c(OCC(=O)Nc2nc3c(s2)CCCC3)c1 | 0%
CC(C)[C@@H](N)C(=O)N1CCC(Oc2ccccc2F)(C(=O)O)CC1 | -23%
Cc1c(NC(=O)c2ccco2)cccc1C(=O)N1CCC2(CCNCC2)CC1 | 9%
COC[C@@H]1OC[C@@]2(C)C3CC[C@@H](O)[C@@H](CC(=O)NCc4ccc(F)cc4)[C@]3(C)CC[C@H]2O1 (stereo partly drawn) | 7%
Cn1nc(C(=O)NC2CCc3nn(CC4CC4)c(=O)n3CC2)c2ccccc21 (stereo not drawn) | -3%
COc1ccc(CN2CCN(c3nc(C)ccc3C#N)CC2CCO)cc1C (stereo not drawn) | ?
Cc1cccc(NC(=O)CN2C(=O)CCc3ccccc32)c1C | ?
CCCN(C)c1nccnc1OC1CCN(C(=O)c2c(F)cccc2F)C1 (stereo not drawn) | -24%
CCN1CCC2(CCC1=O)CN(Cc1nc(COC)no1)CCN2C (stereo not drawn) | -15%
COc1ccc(CNC(=O)c2ccc(CSc3nc4ccncc4n3Cc3ccccc3F)cc2)cc1 | ?
CC(C)N1C[C@H](O)C[C@H]1c1nnc2n1CCN(C(=O)Cc1cccc(F)c1)C2 | 0%
Cc1noc(C)c1C(=O)NCC1Cn2cccc2CN1C (stereo not drawn) | -20%
CCn1nccc1C(=O)N1CCC2(CC1)CC(N1CCN(CC(C)C)CC1)CCO2 (stereo not drawn) | 3%
CCNc1ncnc2c1CN(C1CCNC1)C(=O)CN2C (stereo not drawn) | 7%
Cc1cccc(OCC2(CNCc3cccnc3)C[C@@H](O)[C@@H](O)C2)n1 (stereo partly drawn) | ?
COc1ccc(-n2c(=O)c3ccccc3n(Cc3cccc(C)c3)c2=O)cc1 | -7%
CCOC(=O)c1[nH]c2c(c1Cc1ccccc1C)C(=O)CC(c1ccccc1)C2 (stereo not drawn) | 8.9µM*
CN(Cc1cccnc1)c1nc2c(c(=O)[nH]1)CCN(Cc1ccccc1F)CC2 | 25%[5.79 µM]
CN1CCOc2c(C(=O)NCc3cnn(C)c3)cc(-c3ccccc3)cc21 | i
COC(=O)C1=C(C)N=C2SC=C(CC(=O)N3CCCCC3C)N2C1c1ccc(OC)cc1 (stereo not drawn) | ?
CCOCCCn1c(=N)c(C(=O)NCC2CCCO2)cc2c(=O)n3cccc(C)c3nc21 (stereo not drawn) | ?
CCc1ccc(CNC(=O)CN2C(=O)CCn3nc(-c4cn(C)c5ccccc45)cc32)cc1 | 25%
CC(=O)c1ccc(NC(=O)C2CCN(c3nnc(C)c4c(C)n(-c5ccccc5)nc34)CC2)cc1 | ?
Cc1ccc(C(=O)N2CCC([C@@H]3CNC[C@H]3CO)CC2)c(C)c1 | 34%[activator]
CCC(C)NC(=O)CN1C(=O)c2cccnc2Oc2ccc(C)cc21 (stereo not drawn) | -15%
COc1ccc(C)cc1N(C)C(=O)c1c(C)oc2ncnc(N3CCOCC3)c12 | 32%[activator]
Cn1ccc2c(C(=O)NCCc3ccccn3)nc(-c3cccc(N4CCOCC4)c3)cc21 | ?
CCCC1CCCN1C(=O)c1coc(COc2ccc3ccc(OC)cc3c2)n1 (stereo not drawn) | ?
CCOc1ccc(CNC(=O)c2ccc(NC(=O)c3nsc4ccccc34)cc2)cc1 | -25%
COc1ccc(S(=O)(=O)NC(C)C)cc1-n1cnnn1 | 35%[activator]
Cc1nc(CN2CCN(C(=O)C(c3ccccc3F)N(C)C)CC2)cs1 (stereo not drawn) | -1%
Cc1ccc(S(=O)(=O)CC(=O)Nc2nc3c(C)cc(C)cc3s2)cc1 | i
COCc1oc2ccc(NS(=O)(=O)c3ccc(C)cc3)cc2c1C(=O)OC | -6%
COc1ccc(C(=O)N2CCC(C(NC(=O)c3cccc(OC)c3)C(=O)N3CCCC3)CC2)cc1 (stereo not drawn) | i
COc1ccccc1NC(=O)Cn1c(C)cc(C)c(C#N)c1=O | 19%
COc1ccc(CN2CCC3(CC2)C(=NC2CCCCC2)NC(=O)N3c2cccc(OC)c2)cc1 | -15%
O=C([C@H]1CCC[C@@H](O)C1)N1CCN(c2ccc3nccn3n2)CC1 | -10%
O=C(c1ccc(Cl)cc1)N1CCC(n2cc[nH]c2=O)CC1 | 1%
C#CCNC(=O)c1cc(-c2cnccc2Cl)c2cccn2n1 | 8%
COCCN1C(=O)c2cccn2CC1CNC(=O)CC(C)C (stereo not drawn) | 1%
CN1CCC(C(=O)N2Cc3ccccc3CC3(CCN(Cc4cccnc4)C3)C2)CC1 (stereo not drawn) | -24%
CCC(C)NC(=O)Cn1ccc2cc(S(=O)(=O)N3CCCCCC3)ccc21 (stereo not drawn) | i
O=C(CCC1CCN(C(=O)c2ccccc2)CC1)Nc1ccc(F)cc1F | -22%
CCOc1ccc(CCNC(=O)c2ccc(-c3nc(CSc4ccc(C)cc4)c(C)o3)cc2)cc1 | 46%[activator]
Cc1cc(C(=O)NCc2ccnc3[nH]ccc23)ccc1Cl | -2%[44.1 µM]
O=C1NC2(CCN(Cc3ccsc3)C2)OCc2ccccc21 (stereo not drawn) | ?
Cc1cc2ncc(C(=O)NCC(F)F)cn2n1 | 4%[44.1 µM]
Cc1ccc(S(=O)(=O)c2cn(CC(=O)Nc3ccccc3)c3cc4c(cc3c2=O)OCO4)cc1 | -22%
CCOc1ccccc1NC(=O)N1CCCn2nc(C)cc21 | i[5.79 µM]

# Four entries from above, set out differently:
> O=C(CCC1CCN(C(=O)c2ccccc2)CC1)Nc1ccc(F)cc1F
  Pf Dd2 growth = -22%
> CCC(C)NC(=O)Cn1ccc2cc(S(=O)(=O)N3CCCCCC3)ccc21 (stereo not drawn)
  Pf Dd2 growth = i
> O=C1NC2(CCN(Cc3ccsc3)C2)OCc2ccccc21 (stereo not drawn)
  Pf Dd2 growth = ?
> Cc1cc2ncc(C(=O)NCC(F)F)cn2n1
  Pf Dd2 growth = 4%[44.1 µM]

# Remaining list, next part:
Molecule | Pf Dd2 growth
COCCNC(=O)NC[C@H]1O[C@@H]2C[C@@H](CC(=O)NC(C)C)O[C@@H]2[C@@H]1O | 34%[activator][44.1 µM]
CCOCC(=O)N1CCC2(CC1)CN(C1CCC1)CC2COC (stereo not drawn) | i
COc1ccc(NC(=O)Cc2ccc(N(Cc3ccc(C)cc3)C(=O)c3ccco3)cc2)cc1 | 4.5µM*
Cc1nc(SCCOc2ccccc2F)[nH]c(=O)c1Cc1ccccc1 | 16%
CCc1nc(-c2c3n(c(=O)n(CC(=O)Nc4cccc(F)c4)c2=O)CCCC3)no1 | i
O=C(c1ccccn1)N1CCC(Cc2nc(C3CC3)n[nH]2)C1 (stereo not drawn) | 35%
CCc1nc(CN2CC[C@@H](c3ccc4c(c3)OCO4)[C@H](O)C2)c(C)[nH]1 | ?
CCOc1ccc(Cn2c(CNS(=O)(=O)c3ccc(CC)cc3)nc3cccnc32)cc1 | ?
COc1ccc(CNC(=O)C(C)Sc2nc(-c3ccccc3)cc(C(F)(F)F)n2)cc1 (stereo not drawn) | -18%
CCOc1cc2sc(N3CCC(C(=O)Nc4ccccc4C(=O)OC)CC3)nc2cc1Br | ?
O=C1Nc2ccccc2C12CCN(Cc1ccc(F)cc1)C2 (stereo not drawn) | ?
COc1ccc(C2CC(=O)c3cc(-c4nc(-c5cccc([N+](=O)[O-])c5)cs4)c(=O)n(-c4ccccc4C)c3C2)cc1 (stereo not drawn) | -11%
COc1ccc(C)cc1NC(=O)C1CCC(CNS(=O)(=O)c2ccc3c(c2)CCCC(=O)N3)CC1 (stereo not drawn) | 12%
CC(C)CCN1CC(C(=O)NCCc2ccncc2)C2(CCOCC2)C1 (stereo not drawn) | -16%
COc1ccc(-c2cc3c(c(OC)c2)OCCNC3)nn1 | -9%
CCc1ccc(NC(=O)c2cc3c([nH]c2=O)CC(C)(C)CC3=O)cc1 | 11%
O=C(CC1CCOCC1)N1CCN(Cc2cccc(F)c2)CC1 | 48%[activator]
COc1ccc(-n2nc(C3CCCN(C(=O)c4ccc(C)cc4)C3)[nH]c2=O)cc1 (stereo not drawn) | i
CCC(=O)N1c2ccccc2CC1C(=O)NCCc1ccc(OC)cc1OC (stereo not drawn) | 7%
CCc1cc2c(cc3c(=O)n(CC(=O)N4CCCCC4)ncn32)s1 | 15%
O=C(NCc1ccc(Cl)cc1)[C@@H]1Cc2nc[nH]c2CN1Cc1ccc(Cl)cc1 | ?
CN1C[C@H](NC2CCC2)CCC[C@@H](C(=O)N(C)Cc2cccnc2)CC1=O | 12%[44.1 µM]
Cc1cc(C)n2nc(SCC(=O)Nc3ccccc3)nc2n1 | 5%
Cc1cc(CN(C)c2cc(C3CC(O)C3)ncn2)n[nH]1 (stereo not drawn) | -10%
O=C(c1ccccc1)N1CCC(N2CCCCCC2=O)CC1 | -18%[44.1 µM]
COc1ccc(NC(C)=O)cc1NC(=O)C[C@H]1NC(=O)c2ccccc2NC1=O | -6%
CN1C[C@@H](NC(=O)Nc2cccc(C(F)(F)F)c2)C[C@H]1c1nc(-c2cnccn2)no1 | i
Cc1nn(-c2ccc(C(C)(C)C)cc2)c(C)c1[C@@H]1C=C[C@@H](NC(=O)NC(C)C)C1 | 10µM*
CC(C)N(Cc1nccn1C)C(=O)CC(c1ccccc1)c1ccccc1F (stereo not drawn) | ?
O=C(CCn1c(=O)c2cccn2c2cccnc21)N1CCN(c2ccc(F)cc2)CC1 | ?
CC(=O)N1CCc2cc(S(=O)(=O)NC(Cc3ccccc3)C(=O)NCc3ccccc3Cl)ccc21 (stereo not drawn) | i
Cc1ccc(Nc2sc(C(=O)c3ccc(F)cc3)c(N)c2S(=O)(=O)c2ccc(C)cc2)cc1 | ?
Cc1cccc(NC(=O)c2cc(S(=O)(=O)N3CCCCCC3)cn2C)c1C | ?
COc1ccccc1C(=O)NCCC1CCN(C(=O)Nc2ccc(C)cc2)CC1 | i
Cc1n[nH]nc1C(=O)N1C[C@H](CO)C[C@H](CN(C)C)C1 | -3%
O=C(c1nnn2c1COC(c1ccccc1)C2)N1CCN(C(=O)c2cccc3[nH]ccc23)CC1 (stereo not drawn) | -9%
Cc1cccc(C(=O)N2C[C@@H](COc3ccccc3)[C@H](C(N)=O)C2)n1 | 5%
O=C(CCC[C@@H]1[C@H]2CCCN3CCC[C@@H](CN1C(=O)c1ccsc1)[C@@H]23)N1CCOCC1 | ?
COc1ccc(NC(=O)Cn2c(=O)n(-c3cccc(C)c3)c(=O)c3c2c2cc(C)ccc2n3C)cc1Cl | -25%
COc1ccc(CN2CCCC23Cc2ccccc2CNC3=O)c(O)c1 (stereo not drawn) | -11%
Cc1cnc(CC2CCCN(C(=O)CCc3c[nH]c4ccccc34)C2)n1C(C)C (stereo not drawn) | 4.5µM*
CCC(=O)N1N=C(c2ccc(OC)cc2)CC1c1cn(-c2ccccc2)nc1-c1cccs1 (stereo not drawn) | 11µM*
COc1ccc(C)cc1NC(=O)N1CCCC(Cn2c(C3CC3)nc3cccnc32)C1 (stereo not drawn) | -21%

# Bioassay records deposited in PubChem BioAssay by National Center for Advancing Translational Sciences (NCATS).
